TDP-43 yeast inh – rescues yeast growth from TDP-43 toxicity; TDP-43 expressing yeast growth rescue, BacTiter-Glo, 24 h; Potency, µM (series often up to 46.1 µM), for inactives: top-dose growth rescue (activation), usual class: activators; 1.8% of 410,000 active; AID 652104; also: potency is read from the fitted curve at half-maximal effect; % of control where 0% means no effect; nearly all actives have a fitted effect of over 50% in size
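Growth rescue of TDP-43-toxic yeast measured as ATP luminescence (BacTiter-Glo). Cells grown to mid-log in raffinose, induced in galactose at OD600=0.02, exposed to compound 24 hr at 30 deg C.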
FUS yeast rescue – rescues growth of FUS-expressing yeast; 0.24% of 390,000 active; AID 1347120; S. cerevisiae FUS-expressing, growth rescue, OD600, 24 h; Potency, µM (series often up to 76.6 µM), for the others: at the highest dose growth rescue (activation), actives largely listed as activators;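 also: potency is read from the fitted curve at half-maximal effect; plate controls were DMSO vehicle for no effect and reference control for full effect; nearly all actives have a fitted effect of over 55% in size; some results filed as inactive show a strong effect at the top dose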
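Toxicity suppression screen in FUS-yeast. Cells induced with 2% galactose, starting OD 0.005, treated 24hr at 30C with compounds at multiple final concentrations; growth by OD600.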
aSyn rescue – rescues yeast growth from alpha-synuclein toxicity; Yeast expressing alpha-synuclein, growth rescue, BacTiter-Glo, 24 h; Potency, µM (highest dose often 46.1 µM), for the others: top-dose growth rescue (activation), hits mostly activators; 0.14% of 370,000 active; AID 652106; also: potency is read from the fitted curve at half-maximal effect; % of control where 0% means no effect; nearly all actives have a fitted effect of over 65% in size
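Galactose-induced alpha-syn yeast (OD600=0.02, raffinose-pregrown) + pinned cpd, 24 hr, 30 deg C; growth by BacTiter-Glo luminescence. Growth restoration scores as activation.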
PTHR1 ag – PTHR1 (human) receptor agonism; HEK293 GP2 PTHR1 cells, GloSensor cAMP luminescence, 1 h; 0.075% of 410,000 active; AID 743266; Potency, µM (titrated, usually from 115 µM), for the others: top-dose activation, hits mostly activators; also: potency is read from the fitted curve at half-maximal effect; nearly all actives have a fitted effect of over 55% in size; some results filed as inactive show a strong effect at the top dose; inactives centre near -15; many of its hits are not listed in these tables
Target sequence (Q03431 whole entry, looked up): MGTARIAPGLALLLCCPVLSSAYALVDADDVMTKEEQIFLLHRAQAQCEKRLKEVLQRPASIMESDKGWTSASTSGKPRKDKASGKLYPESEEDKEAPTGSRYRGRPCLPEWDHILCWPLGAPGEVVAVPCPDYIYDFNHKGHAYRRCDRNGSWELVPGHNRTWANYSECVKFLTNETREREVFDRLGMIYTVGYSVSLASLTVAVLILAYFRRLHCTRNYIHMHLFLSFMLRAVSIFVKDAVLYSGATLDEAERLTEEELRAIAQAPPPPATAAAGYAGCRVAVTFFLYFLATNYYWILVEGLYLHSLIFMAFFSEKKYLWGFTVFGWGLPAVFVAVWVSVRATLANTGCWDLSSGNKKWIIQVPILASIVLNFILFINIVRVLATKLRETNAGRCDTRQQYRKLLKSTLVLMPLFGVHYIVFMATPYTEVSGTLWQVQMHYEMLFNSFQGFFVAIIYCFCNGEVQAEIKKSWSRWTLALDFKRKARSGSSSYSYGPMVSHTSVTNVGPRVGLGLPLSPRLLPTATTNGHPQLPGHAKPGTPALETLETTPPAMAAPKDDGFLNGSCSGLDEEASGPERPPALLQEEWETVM
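HEK-293-derived GP2 cells expressing PTHR1 and a GloSensor cAMP reporter, 3,000/well, plated overnight, given luciferin plus IBMX (each 0.5 mM as added) for 1 h at 37 °C, then compound for 1 h at 37 °C. Luminescence was read after 15 min at room temperature.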
GLP-1R inv ag – acts as inverse agonist at human GLP-1 receptor | P43220 | HEK293 GLP-1R CRE-luciferase, luminescence, 24 h; GLP-1R form is constitutively active | Potency, µM (doses to about 38.3 µM), inactives show top-dose activity change, negative = inhibition, hits mostly inhibitors | 1.6% of 410,000 active; also: potency is read from the fitted curve at half-maximal effect; % is scaled to controls: 0 for no effect and ±100 for the full control effect; nearly all actives have a fitted effect of over 55% in size
Target sequence (P43220 whole entry, looked up): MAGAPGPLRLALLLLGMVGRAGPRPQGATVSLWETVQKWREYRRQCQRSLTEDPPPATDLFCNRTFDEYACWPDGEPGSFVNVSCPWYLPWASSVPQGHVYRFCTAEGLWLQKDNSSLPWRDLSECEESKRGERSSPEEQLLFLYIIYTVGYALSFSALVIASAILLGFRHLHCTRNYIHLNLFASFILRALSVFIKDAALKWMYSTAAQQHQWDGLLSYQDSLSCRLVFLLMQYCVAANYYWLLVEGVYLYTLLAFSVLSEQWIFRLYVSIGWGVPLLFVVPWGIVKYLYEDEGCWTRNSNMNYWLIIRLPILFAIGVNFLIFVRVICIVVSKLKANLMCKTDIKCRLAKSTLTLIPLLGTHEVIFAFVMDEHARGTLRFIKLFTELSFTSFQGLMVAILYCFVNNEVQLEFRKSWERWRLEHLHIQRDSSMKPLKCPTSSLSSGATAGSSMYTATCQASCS
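Stable HEK293 clone (constitutively active GLP-1R + cAMP-response luciferase); 200 cells/uL plated, 12 h pre-culture, compound 24 hr, 37 deg C/5% CO2; detection reagent 12 min RT; luminescence.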
Mm-Cpn inhibitor – inhibitors of Methanococcus maripaludis chaperonin (MmCpn); purified Mm-Cpn ATPase, ADP Transcreener TR-FRET; Potency, µM (highest dose often 76.9 µM), inactives show at the highest dose activity, negative = inhibition, usual class: inhibitors; 0.031% of 330,000 active; AID 504842; also: potency is read from the fitted curve at half-maximal effect; % is scaled to controls: 0 for no effect and ±100 for the full control effect; nearly all actives have a fitted effect of over 80% in size
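ATP (10 uM final) was added to archaeal chaperonin (25 nM final) after 10 min exposure to test compound at 37°C; after 30 min further incubation, ADP was detected by competitive TR-FRET.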
Abeta yeast res – compounds reversing amyloid beta toxicity in yeast; yeast expressing A-beta42, growth rescue, OD600, 48 h; response scale: 0% DMSO, 100% iron-clioquinol control; Potency, µM (highest dose often 46.1 µM), without a hit: at the top dose growth rescue, most hits filed as activators; 0.063% of 410,000 active; also: potency is read from the fitted curve at half-maximal effect; nearly all actives have a fitted effect of over 55% in size
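Yeast A-beta toxicity model in growth medium with pinned compounds, 48 h at 30 C; growth read as absorbance at 600 nm. Normalized to FeCl3/clioquinol equimolar mix (positive) and DMSO (negative).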
pAkt inh – Akt phosphorylation inhibition | Neuro2A IGF-stimulated pAkt S473 HTRF, 20 min; stronger effect = lower value | activity change, % for hits at 50 µM | 0.32% of 360,000 active | AID 651550; in the data active = activity change below about -80%; inconclusive = mostly about -51% to -80%; also: % is scaled to controls: 0 for no effect and ±100 for the full control effect
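Single-point screen (50 µM final compound) in Neuro2A cells stimulated 20 min with 6 nM IGF at 37 deg C. After lysis, Ser473-phosphorylated Akt read by HTRF (ex 330 nm, em 615/665 nm) as the 665/615 ratio.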
GLP1R cytotox – cytotoxicity in counter-screen for GLP-1R inverse agonists; HEK293 cAMP-luciferase reporter cells, luminescence, 24 h; Potency, µM (titrated, usually from 38.3 µM), for inactives: at the highest dose activity change, negative = inhibition, usual class: inhibitors; 0.13% of 410,000 active; AID 624418;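 also: loss of luciferase light is scored as toxicity; potency is read from the fitted curve at half-maximal effect; % is scaled to controls: 0 for no effect and ±100 for the full control effect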
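To flag toxic compounds, the library was rerun on cells for 24 hr at 37 deg C and 5% CO2. Viability-linked luminescence was captured 12 min after adding luciferase detection reagent.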
The depositor's hits bear a star; i = inactive; ? = inconclusive; · = not tested or not shown; [ ] = another dose, or the depositor's remark. Unless noted, calls follow the shape of the dose curve; as a rule, active = well fitted curve in the direction sought with a large enough effect; inconclusive = small, poorly fitted or top-dose-only effect, or another doubt; inactive = no such curve, though single readings can be large; an effect the other way counts as inactive or inconclusive. A portion of the library; rates above refer to the full screens.

SMILES	TDP-43 yeast inh	FUS yeast rescue	aSyn rescue	PTHR1 ag	GLP-1R inv ag	Mm-Cpn inhibitor	Abeta yeast res	pAkt inh	GLP1R cytotox
C=CCNC(=O)C(=O)c1c(-c2ccccc2)[nH]c2ccccc12	9%	-28%	-2%	i	-3%	1%	3%	i	1%
CC1CCN(c2ccccc2NC(=O)c2ccc(N3CCOCC3)c([N+](=O)[O-])c2)CC1	-9%	-14%	1%	-14%[57.5 µM]	3%	-1%	-4%	i	1%
NC1=NC(=O)S/C1=C\c1ccc(O)cc1	21%	-19%	2%	-8%	27%	-1%	11%	i	-20%
Cc1ccc(CN2CCC(C)(Oc3cccc(Cl)c3)C2)cc1 (configuration not stated)	-9%	-22%	-1%	?	?	·	-6%	i	1%
CCCCCn1c(=O)[nH]c2cc(C(=O)NCc3ccccn3)ccc2c1=O	-12%	35%	-6%	-9%	2%	-5%	-8%	i	2%
Cc1cc(NC(=O)COc2ccccc2C#N)no1	24%	-10%	-2%	-23%	14%	-2%	22%	i	-11%
CC(Nc1oc(-c2ccco2)nc1C#N)c1ccccc1 (configuration not stated)	2%	-6%	-15%	i	5%	0%	-42%[inhibitor]	i	-4%
CC1=Nc2cc(C(=O)NCc3ccco3)ccc2Sc2ccc(C)cc21	?	?	0%	-14%	?	-25%	8%	i	?
Cc1cccc(C(=O)N2CCCC(N3CCN(c4ccccc4)CC3)C2)n1 (configuration not stated)	-2%	-8%	4%	-7%	-17%	0%	2%	i	-1%
CCN1C(=O)[C@H]2[C@@H](c3ccc(OC)cc3)N[C@]3(CCCN(Cc4ccc(Br)cc4)C3=O)[C@H]2C1=O	20%	-18%	-1%	-10%	-1%	·	0%	i	5%
Cc1ccc2c(c1)N(CC(=O)NCCC1=CCCCC1)C(=O)c1cccnc1O2	13%	19%	-7%	-42%	-28%	-4%	-3%	i	-21%
O=C(c1ccco1)N1CCN(c2ccc([N+](=O)[O-])c(N3CCOCC3)c2)CC1	13%[9.22 µM]	6%	3%	-18%	-1%[7.66 µM]	3%	0%	i	-7%[7.66 µM]
Cc1ccc(SCc2cn3c(C)cc(C)nc3n2)cc1	-4%[1.82 µM]	5%	2%	i	1%	-3%	7%	i	-2%
COc1ccc(CC2(CO)CCN(Cc3cccn3-c3ccccn3)CC2)cc1	0%	16%	0%	-9%	?	-2%	-2%	i	6%
Cc1cc(NC(=O)COC(=O)c2ccccc2[N+](=O)[O-])no1	0%	-40%	2%	-4%	12%	-4%	-7%	i	2%
CCOC(=O)C1=C(COC(=O)c2ccc(Br)c(S(=O)(=O)N3CCOCC3)c2)NC(=O)NC1C (configuration not stated)	18%	22%	2%	-10%	49%[activator]	·	-3%	i	-1%
CCn1nc(NC(=O)C(C)(C)C)c2cc3cccc(C)c3nc21	?	-9%	-4%	i	10µM*	-2%	?	i	187%[activator]
Cc1cccc(N2CCN(C(=O)C3CCCN(S(=O)(=O)c4cccc5nsnc45)C3)CC2)c1C (configuration not stated)	17%	-17%	·	-14%	10%	·	3%	·	-7%
Cc1ccc(CNC(=O)CN2Cc3ccccc3C2=O)cc1	0%	-5%	·	-10%	7%	·	-12%	·	5%
Cc1cccc(CSc2nc3ccccc3c(=O)n2C)c1	5%	-23%	-10%	-43%[inhibitor]	10%	2%	-16%	i	1%
Cc1cc(C)cc(N2C(=O)CC(Sc3ccccc3C(=O)O)C2=O)c1 (configuration not stated)	22µM*	-6%	-75%[inhibitor]	i	2%	1%	-3%	i	9%
Cc1c(C(=O)OCC(=O)Nc2ccccc2OC(F)F)cccc1[N+](=O)[O-]	9%	-18%	-2%	-36%	15%	1%	-6%	i	2%
Cc1cc(/C=C2/NC(=O)N(Cc3ccccc3F)C2=O)c(C)n1-c1ccccn1	-2%	?	1%	-17%	13%	-2%	-10%	i	-9%
O=C(c1cc(S(=O)(=O)Nc2ccccc2F)c(Cl)cc1Cl)N1CCN(CCO)CC1	-3%	3%	-4%	-22%	2%	-6%	9%	i	9%
CN1CCN(C(=O)c2cc3c(c(-c4cccc(-c5cccnc5)c4)n2)[C@H](CCO)N(C(=O)CC2CC2)C3)CC1	24%	-12%	-2%	i	3%	·	-8%	i	-5%
O=C(NC(=S)NCc1nc2ccccc2[nH]1)c1ccccc1F	-18%	1%	-3%	0%	-24%	0%	-10%	i	18%
CCOC(=O)C1CCCN(CC(O)COc2cccc(C)c2)C1 (configuration not stated)	10%	·	3%	-25%	-11%	0%	0%	i	-12%
N#Cc1cccc(NC(=O)COC(=O)CCc2nc3ccccc3c(=O)[nH]2)c1	-2%	20%	-6%	i	12%	4%	-6%	i	-1%
O=C(C1=C(O)C(=O)N(CC2CCCO2)C1c1ccccc1Cl)c1ccco1 (configuration not stated)	-21%	42%	0%	-9%	7%	-3%	-2%	i	-15%
CC(=O)Nc1ccc(S(=O)(=O)NCCC(=O)NC(C)c2cccs2)cc1 (configuration not stated)	7%	-16%	-1%	i	13%	2%	-4%	i	-12%
O=S(=O)(c1cccc(Cl)c1)n1c(/C=C/c2ccccc2Cl)nc2ccccc21	-53%[inhibitor]	40%	·	-9%	?	·	-58%[inhibitor]	·	3%
CC1(C)SC(=S)N(c2ccccc2)C1/[N+]([O-])=C/c1cccc([N+](=O)[O-])c1 (configuration not stated)	-29%	9%	1%	i	17%	6%	-9%	i	-10%
Cc1ccccc1-c1nsc(SCC(=O)NCc2ccc3c(c2)OCO3)n1	-15%	3%	-4%	i	?	-4%	-7%	i	-2%
COc1cc(S(=O)(=O)NC2CCCC2)ccc1-n1cnnn1	-1%	-2%	0%	-1%	4%	0%	6%	i	0%
N#CCn1c(CCl)nc2ccccc2c1=O	8%	4%	-5%	1%	6%	-3%	10%	i	24%
COc1cc2c(cc1OC)C(COc1ccc(F)cc1)N(C(=O)Cc1ccc(F)cc1)CC2 (configuration not stated)	·	44%	·	-16%	?	·	-3%	·	-7%
COc1ccc(C(=O)OCC(=O)NC2CC2)cc1S(=O)(=O)Nc1ccc(C)cc1	-11%	·	-1%	-5%	24%	4%	-4%	i	-1%
COc1ccc(C2(c3ccc(OC)cc3)NC(=O)N(CC(=O)N(C)C3CCC(C)CC3)C2=O)cc1 (configuration not stated)	20%	·	12%	i	?	-3%	9%	i	-11%
O=C(O)c1cc([N+](=O)[O-])ccc1Nc1ccccc1	12%	·	2%	i	9%	1%	-5%	i	-11%
C/C(=N\NC(=O)c1cccnc1)c1cc(C)oc1C	-5%	0%	-2%	-21%	-6%	-10%	1%	i	1%[1.53 µM]
CC(=NCCN1CCOCC1)C1=C(O)c2ccccc2C1=O	-17%	-11%	-10%	i	5%	1%	11%	i	-6%
Cc1ccc(N2CCN(C(=O)c3cc(COc4c(C)cccc4C)on3)CC2)c(C)c1	-5%	22%	-1%	-4%	?	2%	18%	i	5%
COc1ccc(/C=N/NS(=O)(=O)c2ccc(F)cc2)cc1COc1cc(F)ccc1[N+](=O)[O-]	-9%	5%	0%	-21%	-12%	4%	0%	i	-7%
CCCCc1ccc(NC(=S)Nc2ccc(Nc3ccc(OC)cc3)cc2)cc1	25%	·	-13%	6%	?	2%	1%	i	10%
CCN(CC)CCNC(=O)C1c2cc(OC)c(OC)cc2C(=O)N(C)C1c1cccs1 (configuration not stated)	-19%	1%	0%	-5%	21%	-2%	-22%	i	5%
Cc1csc(NC(=O)c2cc3ccccc3o2)n1	?	36%	-6%[1.84 µM]	-73%[inhibitor]	?	-5%	-27%	i	8%
COc1ccc(NC(=O)CN2C(=O)NC3(CCCC3)C2=O)c(OC)c1	7%	40%	0%	-2%	6%	1%	-13%	i	-4%
O=S1(=O)CC(O)C(Nc2ccccc2Cl)C1 (configuration not stated)	0%	0%	6%	-27%[57.5 µM]	0%	-1%	4%	i	0%
Cc1ccc(S(=O)(=O)N2CCN(C(=O)CSc3nnc(-c4ccco4)o3)CC2)cc1	11%	21%	0%	-22%	0%	2%	12%	i	0%
COc1cccc(-n2c(SCC(N)=O)nnc2-c2ccco2)c1	-12%	5%	-7%	-8%	3%	1%	-8%	i	6%
COCC(CN1CCN(C2=NS(=O)(=O)c3ccccc32)CC1)OC(=O)c1ccc(OC)cc1 (configuration not stated)	-9%	-5%	-4%	i	?	1%	-1%	i	-18%
Cn1c(SCc2ccccc2F)nc2ccccc2c1=O	5%	14%	12%	-49%[inhibitor]	-3%	·	8%	i	6%

For reference, some entries already given.
SMILES	TDP-43 yeast inh	FUS yeast rescue	aSyn rescue	PTHR1 ag	GLP-1R inv ag	Mm-Cpn inhibitor	Abeta yeast res	pAkt inh	GLP1R cytotox
Cc1ccc(S(=O)(=O)N2CCN(C(=O)CSc3nnc(-c4ccco4)o3)CC2)cc1	11%	21%	0%	-22%	0%	2%	12%	i	0%
COc1cccc(-n2c(SCC(N)=O)nnc2-c2ccco2)c1	-12%	5%	-7%	-8%	3%	1%	-8%	i	6%
COCC(CN1CCN(C2=NS(=O)(=O)c3ccccc32)CC1)OC(=O)c1ccc(OC)cc1 (configuration not stated)	-9%	-5%	-4%	i	?	1%	-1%	i	-18%
Cn1c(SCc2ccccc2F)nc2ccccc2c1=O	5%	14%	12%	-49%[inhibitor]	-3%	·	8%	i	6%
